# Source: PubChem BioAssay
# Pf Dd2 growth: qHTS Primary assay for Inhibitors of Plasmodium falciparum Dd2 growth in vitro; P. falciparum Dd2 growth, SYBR Green, 72 h; Potency, µM (series often up to 28.9 µM), for the others: top-dose activity, negative = inhibition, most hits filed as inhibitors; 120,000 compounds, 4.3% hits; AID 1347417, 2020; active = well fitted inhibition curve with a large enough effect; inconclusive = small, poorly fitted or top-dose-only effect; inactive = no such curve, though single readings can be large or run the other way;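 note: plate controls were DMSO vehicle for no effect and reference drug for full effect; nearly all actives have a fitted effect of over 65% in size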
#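 Infected erythrocytes (Dd2, 0.3% parasitemia, 2.5% hematocrit final) are added to compound in RPMI-1640/Albumax II medium, grown 72 h at 37C in low oxygen, then lysed with saponin/Triton-X containing SYBR Green and read by fluorescence.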
# Active calls of the source: *; i = inactive; ? = inconclusive; [ ] = remark or other dose. Potency is the fitted concentration of half-maximal effect.
# Preview (five entries):
SMILES,Pf Dd2 growth
Fc1cccc(CN2CCC(Cc3nc(-c4ccccc4)n[nH]3)C2)c1 (configuration not stated),3.5µM*
COc1ccc(NS(=O)(=O)c2ccc3c(c2)NC(=O)CCS3)c(OC)c1,3%
CC(=O)N1C[C@H](NC(=O)c2cc3c(n(C)c2=O)CCCC3)[C@@H](C2CC2)C1,-14%
COCc1nc(CCNC(=O)c2c3c(nc4ccccc24)CCCC3)no1,34%
C#C[C@H]1CN2CC[C@H]1C[C@@H]2CNCc1ccc(N(C)C)cc1,i

# The listing, from the first entry:
SMILES,Pf Dd2 growth
Fc1cccc(CN2CCC(Cc3nc(-c4ccccc4)n[nH]3)C2)c1 (configuration not stated),3.5µM*
COc1ccc(NS(=O)(=O)c2ccc3c(c2)NC(=O)CCS3)c(OC)c1,3%
CC(=O)N1C[C@H](NC(=O)c2cc3c(n(C)c2=O)CCCC3)[C@@H](C2CC2)C1,-14%
COCc1nc(CCNC(=O)c2c3c(nc4ccccc24)CCCC3)no1,34%
C#C[C@H]1CN2CC[C@H]1C[C@@H]2CNCc1ccc(N(C)C)cc1,i
Cc1cccc(NC(=O)CSc2nc(=O)n(Cc3cccnc3)c3c2CCC3)c1C,24%
CCOc1cc(=O)n2c(c1C(=O)Nc1ccc(OC)cc1C)CCCC2,50%[activator]
CN(Cc1ccccc1)C(=O)CC1CCCCN(Cc2ccccc2)C1=O (configuration not stated),?
O=C(NCc1cccc(F)c1)C1CCCN(c2nc3ncccc3o2)C1 (configuration not stated),3%[44.1 µM]
Cc1ccc2c(CN3CCN(Cc4ccccc4Cl)CC3)cc(=O)oc2c1,i
Cc1ccc(NC(=O)Nc2nnc(N(CC(C)C)CC(C)C)s2)cc1Cl,-10%
COc1cccc(CNC(=O)[C@@H]2C[C@@H](O)CN2C2CCN(C(=O)CC(C)C)CC2)c1,?
CCOc1ccccc1C1NC(=O)N(CC(=O)N2CCN(c3ccccc3)CC2)C2=C1C(=O)OC2 (configuration not stated),?
Cc1cccc(C)c1NC(=O)Cn1c(=O)n(Cc2ccc3c(c2)OCO3)c(=O)c2oc3ccccc3c21,25%
COc1ccc(CNC(=O)CN2C(=O)c3cccnc3Oc3ccc(C)cc32)cc1,i
Cc1noc2c(-c3cccc(O)c3)cc(-c3cccs3)nc12,?
O=C(CSc1cn(CC(=O)N2CCCCC2)c2ccccc12)Nc1ccccc1,18%
O=C(Cc1ccc(N(Cc2cccc(F)c2)C(=O)c2ccco2)cc1)NCc1ccco1,?
O=C(c1scc2c1OCCO2)N1CCCC2(CCC(=O)N(C3CC3)C2)C1 (configuration not stated),-8%
COc1ccc(N2CCN(C(=O)c3ccc4c(c3)CCN4S(C)(=O)=O)CC2)cc1,-3%
Cc1ccc(N2CCC(NC(=O)Cc3ccccc3Cl)C2=O)cc1 (configuration not stated),?
CCOc1ccccc1-n1nnc(-c2nc(-c3ccccc3)no2)c1N,-6%
CCOC(=O)c1cccc(NC(=O)N2CC[C@@H](CC(=O)NCCN(C)C)[C@@H](CC)C2)c1,-17%[44.1 µM]
CCN1C(=O)CCNCC12CCOCC2,-8%
O=C(Nc1cccc(F)c1)c1cnc2c(c1)N(C(=O)Cc1cccc(C(F)(F)F)c1)CCC2,11µM*
Cc1ccc(NC(=O)C2CCN(c3nnc(C)c4c(C)n(-c5ccccc5)nc34)CC2)c(Cl)c1,41%[activator]
Cc1cc(NC(=O)c2cccc(Cl)c2)ccc1-c1cc2ccccc2oc1=O,?
O=C(Nc1ccc2n(c1=O)C[C@H]1C[C@@H]2CN(CC2CCCCC2)C1)C1CCCCC1,?
COc1cccc(N2C(=O)NC(=NC3CCCCC3)C23CCCN(C(=O)c2ccccc2F)C3)c1 (configuration not stated),49%[activator]
COc1ccccc1CN1CCN(C(=O)c2ccc(CCC(C)(C)O)cc2)CC1,-10%
Cc1cc(-c2cc3c(n(Cc4cccnc4)c2=O)CCN(C(=O)CCc2ccccc2)C3)ccc1F,-15%
Cc1cccc(N(C)S(=O)(=O)c2nnc(NC(=O)c3cccs3)s2)c1,28%
COc1ccc(-c2n[nH]c3c2CC(=O)N(Cc2ccccc2)C3)cc1OC,-12%[44.1 µM]
COc1ccc(C2Cn3nnc(-c4noc(-c5ccc(C)cc5C)n4)c3CO2)cc1 (configuration not stated),-2%
CCc1nonc1NC(=O)c1oc2cc(C)c(Cl)cc2c1C,i
Cc1cccc(NS(=O)(=O)c2ccc(Cl)c(C(=O)Nc3ccccc3C)c2)c1,36%[activator]
O=C(O)COCC(=O)N[C@H]1CCN2C(=O)c3cc(-c4ccccc4F)ccc3NC(=O)[C@H]12,4%
COc1ccc(C(=O)Oc2cc(-c3ccc(OC)c(OC)c3)cc(=O)c3c(C)oc(C)c23)cc1,?
CS(=O)(=O)N1CCC(OC2CCN(C(=O)Nc3cccc(Cl)c3)CC2)CC1,i
CCCn1c2ccccc2c2cnn(CC(=O)NCCc3ccc(S(N)(=O)=O)cc3)c(=O)c21,49%[activator]
COc1cc(NS(=O)(=O)c2c(C)nc3sc(C)c(C)n3c2=O)cc(OC)c1,5%
COc1ccc(CNC(=O)C[C@@H]2C[C@H]3O[C@H](CNC4CCCC4)[C@@H](O)[C@H]3O2)cc1,-22%[44.1 µM]
CC(C)CN1C(=O)COC[C@@H]1[C@H](O)c1ccc(NC(=O)COc2ccccc2)cc1,?
COc1cccc(CNC(=O)CN2C(=O)NC3(CCS(=O)(=O)CC3)C2=O)c1,-22%
O=C(NCC1CCN(Cc2ccc(F)cc2)CC1)c1cc2ccc3cccnc3c2[nH]1,7.1µM*
O=C(/C=C/c1cn(CC(O)CN2CCCCCC2)c2ccccc12)c1ccccc1 (configuration not stated),10µM*
CC(C)Oc1cccc2c1c(NC(=O)C1CCOCC1)nn2C,-6%
CCN1C(=O)C2(CCN(C(=O)CC(C)C)CC2)c2ccccc21,11%
Cc1ccc(/C=C(\C#N)c2nc3ccccc3c(=O)[nH]2)cc1,13%
O=C(Nc1ccc([C@@H](O)[C@H]2COCC(=O)N2Cc2cccnc2)cc1)c1ccccc1,?

# Looked up by compound from above, two records:
SMILES,Pf Dd2 growth
CC(C)Oc1cccc2c1c(NC(=O)C1CCOCC1)nn2C,-6%
COc1cccc(CNC(=O)CN2C(=O)NC3(CCS(=O)(=O)CC3)C2=O)c1,-22%

# Rewritten with tabs: entries from further up
SMILES	Pf Dd2 growth
O=C(Nc1ccc([C@@H](O)[C@H]2COCC(=O)N2Cc2cccnc2)cc1)c1ccccc1	?
CC(C)Oc1cccc2c1c(NC(=O)C1CCOCC1)nn2C	-6%
Cc1ccc(/C=C(\C#N)c2nc3ccccc3c(=O)[nH]2)cc1	13%
O=C(/C=C/c1cn(CC(O)CN2CCCCCC2)c2ccccc12)c1ccccc1 (configuration not stated)	10µM*
CC(C)CN1C(=O)COC[C@@H]1[C@H](O)c1ccc(NC(=O)COc2ccccc2)cc1	?

# (next part)
SMILES,Pf Dd2 growth
CCOC(=O)c1ccc(NC(=O)CSc2cn(CC(=O)N3CCCC3)c3ccccc23)cc1,-22%
Cc1cc(C)n2nc(SCC(=O)Nc3ccc(O)cc3)nc2n1,-2%
O=C(c1ccccc1)N1CCC2(CC1)CC(N(Cc1ccccc1)C1CC1)CCO2 (configuration not stated),i
O=C(NC1CCCN(c2cc(-c3ccccc3)[nH]n2)C1)c1cccc2[nH]ccc12 (configuration not stated),?
COc1ccc(NC(=O)Cc2c[nH]c3ncc(-c4cnn(C)c4)cc23)cn1,?
Cc1cc(C(=O)N2CCCCCC2CN2CCC(C)CC2)nn1C (configuration not stated),?
CC(C)c1nc(CCn2cc(-c3cncnc3)nn2)cs1,-2%
CN(C)c1ccc(-n2c(CCC(=O)O)ccc2-c2ccccc2)cc1,?
COCCN1CCCN(C(=O)c2cccc(F)c2)c2ccccc21,i
COc1ccc(N(Cc2cc3cc(OC)ccc3[nH]c2=O)C(=O)c2cccc(Cl)c2)cc1,8%

# Five entries from above, ordered by SMILES length, ascending.
SMILES,Pf Dd2 growth
CC(C)c1nc(CCn2cc(-c3cncnc3)nn2)cs1,-2%
CN(C)c1ccc(-n2c(CCC(=O)O)ccc2-c2ccccc2)cc1,?
COc1ccc(NC(=O)Cc2c[nH]c3ncc(-c4cnn(C)c4)cc23)cn1,?
CCOC(=O)c1ccc(NC(=O)CSc2cn(CC(=O)N3CCCC3)c3ccccc23)cc1,-22%
COc1ccc(N(Cc2cc3cc(OC)ccc3[nH]c2=O)C(=O)c2cccc(Cl)c2)cc1,8%

# (list continues)
SMILES,Pf Dd2 growth
CCC(C)NC(=O)c1ccc2c(c1)CC(=O)N2Cc1ccccc1 (configuration not stated),?
c1ccc(C(CCn2cncn2)n2ccnc2-c2cc3n(n2)CCNC3)cc1 (configuration not stated),0%
CS(=O)(=O)N1CCC(OC2CCN(S(=O)(=O)c3ccccc3)CC2)CC1,45%[activator]
CCc1nc2c(c(-c3ccc(O)cc3)n1)CN(Cc1ccccc1)CCC2,?
COc1ccc(OC)c(C2NC(=O)NC(C)=C2C(=O)Nc2cc(C)cc(C)c2)c1 (configuration not stated),8%
CC1(C)CN(C(=O)c2cnc(N3CCOCC3)nc2)C[C@]1(C)O,-6%
CC(C)C(NC(=O)c1cn(C2CCC(N)CC2)nn1)c1nc(C2CC2)no1 (configuration not stated),?
O=C(Nc1ccc(OC(F)(F)F)cc1)C(Cc1ccccc1)NS(=O)(=O)c1cccc2nsnc12 (configuration not stated),?
CCN(CC)CCNC(=O)c1sc2nc(C)cc(C)c2c1-n1cccc1,?
OC1(CNc2cc(C(F)(F)F)nc(N3CCCC3)n2)CCCNCC1 (configuration not stated),?
Cc1cccc(N2CCN(c3nc4ccccc4c4nc(-c5cccnc5)nn34)CC2)c1C,14%
CN(C)c1nccnc1OC1CCN(S(=O)(=O)Cc2ccccc2)C1 (configuration not stated),-26%
Cc1ccc(CNC(=O)CSCc2nc(-c3cccc(C)c3)oc2C)cc1,-4%
CCC1(N2CCN(C(=O)c3ccccc3OC(F)(F)F)CC2)CCN(S(C)(=O)=O)C1 (configuration not stated),-26%
COc1ccc(-c2noc(CC3CCN(C(=O)COc4cccc(C)c4)CC3)n2)cc1,-10%
CCN(Cc1ccccc1)C(=O)C1CCCCC(=O)N1C (configuration not stated),7%
Cn1c(=O)c2c(SCC(=O)NCc3ccco3)nc(-c3ccccc3F)nc2n(C)c1=O,-8%
COc1ccc(CC(=O)N2CCCC(c3ccc(C(=O)O)cc3)C2)c(OC)c1 (configuration not stated),8%
Cc1ccc(-c2nnc([C@H]3CCN(C(=O)c4ccccc4)C3)o2)cc1,i
COc1ccc(CCNC(=O)Cn2ccn3nc4c(c3c2=O)CCCCC4)cc1OC,49%[activator]
O=C(c1cnc2ccccn2c1=O)N1CC(=O)N(C2CCCCC2)CC(OCc2ccccc2)C1 (configuration not stated),?
COc1ccccc1Nc1nn2c(=O)c3ccc(C(=O)N4CCCCC4)cc3nc2s1,?
O=c1[nH]c(C2CCCN(Cc3cccnc3)C2)nn1-c1ccc(Cl)cc1 (configuration not stated),i
CCc1ccccc1NC(=O)Cn1nnc(C(=O)Nc2ccc(C)c(F)c2)c1N,i
Cc1cc(C)n(Cc2ccc(C(=O)NCC3Cn4cccc4C(=O)N3C)o2)n1 (configuration not stated),11%
Nc1ncc(S(=O)(=O)NCc2cccc(Cl)c2)cn1,23%
CC(C)n1cc(CN2CCc3n[nH]c(=O)n3CC2)cn1,2%
O=C(c1cccs1)N1CCC2(CC1)N=C(c1cccc(Br)c1)NO2,-23%
O=C(c1ccc(CC2CCN(C(=O)C3CCCO3)CC2)cc1)N1CCOCC1 (configuration not stated),10%
COC(=O)c1c(SCC(=O)Nc2cccc(Cl)c2C)[nH]c2ccccc2c1=O,43%[activator]
CS(=O)(=O)c1ccc(-c2cnc([C@@H]3COCCN3Cc3ccc(Cl)cc3)[nH]2)cc1,-5%[44.1 µM]
COCCCNC(=O)c1ccc(Cn2c(=O)c3ccccc3n(Cc3ccc(Cl)cc3)c2=O)cc1,-18%
COc1ccc(NC(=O)c2cnc3cc(C)ccn3c2=O)c(OC)c1,i
Cc1ccc(Cn2cc(CCC(=O)NC3CCC(C)CC3)c3ccccc32)cc1 (configuration not stated),-14%
O=C1COc2ccc(N3CCCC3)nc2CN1Cc1ccc(C(F)(F)F)cc1,?
CC(C)CCN(C(=O)Nc1ccc(Cl)c(Cl)c1)C1CCN(C(C)C)CC1,?
CCc1ccccc1S(=O)(=O)N1CCN(C2(CC)CCN(C(=O)NC)C2)CC1 (configuration not stated),-27%
CC(C)CCNC(=O)Cn1cc(S(=O)(=O)Cc2ccc(F)cc2)c2ccccc21,51%[activator]
COc1ccc(C(=O)N[C@@H]2CN(Cc3cccnc3)C[C@H]2CN(C)C)cc1OC,25%
CCN1C(=O)CCN(Cc2ccc(C#N)cc2)CC12CCOCC2,-6%
Cc1[nH]cnc1CN1CCc2nc(C(=O)Nc3cccc(C(F)(F)F)c3)oc2CC1,?
CCCS(=O)(=O)N1CCCN(C(=O)C2CC2)C(c2ccccc2)CC(=O)NCC1 (configuration not stated),1%
CCOc1ccc(NC(=O)Nc2nnc(N3CCCCC3C)s2)cc1 (configuration not stated),11µM*
CC(=O)c1ccc(NC(=O)CCSc2nc(-c3ccco3)cc(C(F)(F)F)n2)cc1,-6%
CNC(=O)[C@@H]1CN(C(=O)c2ccncc2)C[C@H]1CO,41%[activator]
CCCCCCSc1nc(N)c2c3c(sc2n1)CCCC3C (configuration not stated),?
Cc1nc(-c2cn(C3CCCN(C(=O)c4ccc(F)cc4)C3)nn2)no1 (configuration not stated),?
CC1CCN(C(=O)[C@H]2CCC[C@H]2NC(=O)c2ccncc2)CC1,-5%
CCC[C@H](N)C(=O)N1CCC(c2cc(N3CCOCC3)nc(C)n2)CC1,-24%
COCCN1C(=O)c2cccn2CC1CNC(=O)c1nccc2ccccc12 (configuration not stated),?
COC(=O)c1c(SC)nc2ccccc2c1OCc1ccccc1C,22%

# Some of the compounds tested; the hit share may differ from the screen's.
